TbMetRS inhib = Trypanosoma brucei MetRS inhibition. purified T. brucei MetRS, ATP depletion, Kinase-Glo luminescence. inhibition, % at 11.9 µM. 0.4% of 360,000 active. AID 624268;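 active = inhibition above a per-plate cutoff of the control wells' mean inhibition plus 3 SD, cut at about 5.5% in these data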;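 note: 0% = DMSO wells median and 100% = median of wells with control inhibitor compound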
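Material – parasite MetRS enzyme · Medium – HEPES-MgCl2-KCl buffer plus DTT, spermine, BSA, pyrophosphatase · Reagent – ATP, methionine and E. coli bulk tRNA substrates · Times – 15 min enzyme-compound preincubation, 2 h reaction, 10 min detection, 25 °C · Measured by – luminescence of leftover ATP · Evaluation – percent inhibition relative to median high and low control wells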
CSN deneddyl inh = CSN deneddylation inhibition. 0.38% of 360,000 active. AID 651999. Purified CSN, SCF-Nedd8-OG deneddylation, fluorescence polarization. inhibition, % at 12.5 µM;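 active = pattern-corrected inhibition above about 35%, with an unprinted fluorescence ratio check between 0.5 and 1.5, limit read from the data, passing the limit was not always enough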;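 note: 0% = enzyme with substrate and 100% = substrate without enzyme; some results filed as inactive read as strong as hits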
Target sequence (Q92905 whole entry, looked up, one chain of several): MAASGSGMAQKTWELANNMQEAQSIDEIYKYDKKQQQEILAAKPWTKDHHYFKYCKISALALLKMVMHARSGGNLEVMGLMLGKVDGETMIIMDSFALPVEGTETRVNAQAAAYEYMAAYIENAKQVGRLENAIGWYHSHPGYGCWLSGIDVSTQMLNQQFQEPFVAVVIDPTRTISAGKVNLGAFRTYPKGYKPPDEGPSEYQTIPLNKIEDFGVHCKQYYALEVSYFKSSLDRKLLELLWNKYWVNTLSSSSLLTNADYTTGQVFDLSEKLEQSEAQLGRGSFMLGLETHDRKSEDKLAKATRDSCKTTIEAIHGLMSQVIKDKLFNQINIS
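Assay system: purified human Csn5 enzyme expressed in HEK293T cells; measure: % inhibition; also added: SCFSkp2-Nedd8OG substrate at 10 nM final; technique: fluorescence polarization; times: reaction 90 min, room temperature; medium: Tris buffer pH 7.5, NaCl, DTT, Tween-20, trehalose, ovalbumin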
Rin1-Abl PPI inh = human Rin1-Abl interaction inhibition; P00519+Q13671; TR-FRET Rin1/Abl binding, biochemical; inhibition, % at 7.35 µM; 0.4% of 360,000 active; AID 588664; in the data active = inhibition above about 5%, passing the limit was not always enough
MsrA inh = inhibitors of bovine MsrA; purified bovine MsrA, absorbance read-out; inhibition, % at 15.5 µM; 0.75% of 360,000 active; in the data active = inhibition above about 4.5%;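 note: 0% = vehicle wells with enzyme and 100% = reference inhibitor wells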
FAS-TE inh = blocks the thioesterase domain of human fatty acid synthase | P49327 | recombinant FAS-TE, OMFH fluorogenic substrate, fluorescence endpoint | inhibition, % at 15 µM | 0.67% of 360,000 active;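 active = compounds whose normalised, plate-corrected inhibition of enzyme fluorescence in the single-dose primary screen is 50% or more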;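 note: 0% = DMSO with enzyme and 100% = substrate without enzyme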
MsrA act = bovine methionine sulfoxide reductase A activation; activation, % at 10.6 µM; 0.3% of 360,000 active; purified bovine MsrA, absorbance read-out; AID 602163; in the data active = activation above about 7.5%;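 note: 0% = vehicle and 100% = reference activator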
PABP1 MLLE inh = inhibitors of microRNA-mediated deadenylation, human PABP1 MLLE binding; GST-MLLE / FITC-PAM2 fluorescence polarization; inhibition, % at 20 µM; 0.36% of 360,000 active; AID 588489; in the data active = inhibition above about 35%, passing the limit was not always enough;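 note: plate controls were DMSO wells with GST-MLLE for no effect and wells lacking GST-MLLE protein for full effect; some results filed as inactive read as strong as hits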
Target sequence (P11940 whole entry, looked up): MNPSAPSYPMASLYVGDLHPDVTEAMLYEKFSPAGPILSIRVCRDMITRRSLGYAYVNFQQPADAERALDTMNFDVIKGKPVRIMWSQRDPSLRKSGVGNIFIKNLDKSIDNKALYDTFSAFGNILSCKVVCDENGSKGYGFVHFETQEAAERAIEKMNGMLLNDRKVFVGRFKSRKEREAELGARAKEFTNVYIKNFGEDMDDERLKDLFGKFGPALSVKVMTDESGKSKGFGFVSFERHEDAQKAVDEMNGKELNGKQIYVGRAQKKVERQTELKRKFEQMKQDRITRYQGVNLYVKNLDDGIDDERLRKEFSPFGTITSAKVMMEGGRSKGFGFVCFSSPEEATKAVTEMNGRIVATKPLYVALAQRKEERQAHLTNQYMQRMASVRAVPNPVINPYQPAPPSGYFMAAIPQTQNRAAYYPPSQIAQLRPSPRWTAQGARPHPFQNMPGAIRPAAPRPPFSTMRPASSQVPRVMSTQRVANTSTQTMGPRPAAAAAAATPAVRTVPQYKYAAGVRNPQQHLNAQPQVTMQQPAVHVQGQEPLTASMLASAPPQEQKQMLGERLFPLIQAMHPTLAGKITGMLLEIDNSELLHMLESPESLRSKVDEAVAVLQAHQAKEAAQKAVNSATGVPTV
eLon inh = inhibits E. coli Lon protease; 0.42% of 360,000 active; P0A9M0; purified E. coli Lon protease, fluorescence polarization; inhibition, % at 7.94 µM; in the data active = inhibition above about 13%, passing the limit was not always enough;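 note: 0% = enzyme with probe and DMSO and 100% = no enzyme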
Neddyl block = blocks human cullin neddylation; TR-FRET cullin neddylation, biochemical; calls only at 25 µM; 0.58% of 360,000 active; AID 651699; in the data active = inhibition above about 36%
* hit, by the source's call; i = inactive; . = not tested or not shown. Compounds as they come, and some 4% of all compounds hit somewhere here.

#1 Cc1cc(C(=O)NNC(=O)c2cccc(Cl)c2)no1
#2 CC1CCCCC1N1CCN(C(=O)c2cccc(F)c2)CC1 (centres undefined)
#3 CN(c1ccccc1)S(=O)(=O)c1cccc(NS(=O)(=O)c2cccc(C(=O)O)c2)c1
#4 Cc1cc(O)ccc1C1(c2ccc(O)cc2C)OC(=O)c2ccccc21
#5 CCC(C)NC(=O)CN1C(=O)CC(C)(C)S(=O)(=O)c2ccccc21 (centres undefined)
#6 Cc1ccc(N(C(=O)Cn2nnc(-c3ccc(F)cc3)n2)C(CC(C)C)C(=O)NCC2CCCO2)cc1 (centres undefined)
#7 Cc1cc(NC(=S)Nc2cccc3ccccc23)n[nH]1
#8 CC1Cc2cc(/C(O)=C3\C(=O)C(=O)N(CCN4CCOCC4)C3c3ccccc3F)ccc2O1 (centres undefined)
#9 COc1ccccc1C1C(C(N)=O)=C(C)Nc2nc(CCCO)nn21 (centres undefined)
#10 COc1ccc(NC(=O)CN(C)C(=O)c2cc(CN3C(=O)c4ccccc4C3=O)ccc2OC)cc1

compound no.	1	2	3	4	5	6	7	8	9	10
MsrA inh	0.5	-0.9	0.4	0.4	0.0	-0.4	-0.1	1.0	0.1	-0.5
FAS-TE inh	-4	-2	-2	9	-9	31	-1	-8	2	-4
eLon inh	0	-8	-18	-11	-8	-6	0	-21	-3	3
CSN deneddyl inh	0	4	-2	-3	-1	-3	-4	4	3	5
Rin1-Abl PPI inh	0	1	1	1	-4	-2	-26	-11	-2	0
MsrA act	0	-3	-14	-1	-2	-5	-2	-8	-3	0
Neddyl block	i	i	i	i	i	i	i	i	i	i
PABP1 MLLE inh	-3	1	5	-4	6	-7	0	15	-3	-19
TbMetRS inhib	-0.4	-0.3	-0.5	-0.1	-0.7	0.8	-0.3	-1.2	-0.8	-0.3

#11 ClC1CCCCC1n1nnc2ccccc21 (centres undefined)
#12 COc1ccc(NC(=O)C2Cc3c(-c4ccc(Cl)cc4)ccnc3O2)cn1 (centres undefined)
#13 CCOc1cc(NC(=S)NCCCN2CCOCC2)c(OCC)cc1NC(=O)c1ccccc1C
#14 O=C(Cn1cc(COc2ccc(Br)cc2)nn1)c1ccc(O)cc1
#15 CC(=O)c1c(N2CCCC2)[nH]c(-c2ccccc2)nc1=S
#16 O=C(NCc1ccccc1)c1cccc(NC(=O)C2CC2)c1
#17 COc1ccc(NC(=O)C2CCCN(S(=O)(=O)c3cccc4cccnc34)C2)c(OC)c1 (centres undefined)
#18 COc1ccc(NS(=O)(=O)c2cc(-c3nnnn3C)ccc2OC)cc1
#19 O=C(O)CCCNC(=O)c1cccc(C(=O)NCCCC(=O)O)n1
#20 O=C(CNC(=O)c1ccc2c(c1)OCCO2)N/N=C/c1ccco1

compound no.	11	12	13	14	15	16	17	18	19	20
MsrA inh	-0.4	-0.6	1.3	0.9	0.0	0.1	-0.4	0.2	0.0	-1.2
FAS-TE inh	-1	19	-10	-2	-7	-4	-3	-3	-7	-8
eLon inh	-2	-2	-8	-5	-2	-7	-5	1	-5	3
CSN deneddyl inh	-2	-3	-4	4	5	-2	-1	2	-3	2
Rin1-Abl PPI inh	2	-4	3	-3	-6	0	1	1	-2	-5
MsrA act	-3	0	-4	-10	-1	0	-1	-1	-3	-1
Neddyl block	i	i	i	i	i	i	i	i	i	i
PABP1 MLLE inh	7	4	9	-9	29	-2	18	2	4	-2
TbMetRS inhib	-0.5	0.1	0.1	1.1	0.4	0.3	-0.5	0.3	0.3	-0.5

#21 COc1ccc(Nc2nc(-c3ccc4c(c3)NC(=O)CO4)cs2)cc1
#22 C#CCNC(=O)C[C@@H]1C[C@@]2(C(=O)OC)CCCCC=C2N(CCc2ccc(OC)c(OC)c2)C1=O
#23 COCCNC(=O)/C(C#N)=C/C(C)=C/c1ccccc1
#24 NS(=O)(=O)c1ccc(NC(=O)c2cc(-c3cc(Cl)ccc3O)n[nH]2)cc1
#25 COC(=O)c1sccc1-n1cccc1C(=O)C(=O)N1CCOCC1
#26 CCN(CC)S(=O)(=O)c1cccc(C(=O)OCC(=O)Nc2ccccc2OC(F)F)c1
#27 Cc1ccccc1-c1cc2nc(OCC3CCCO3)n(C)c(=O)c2s1 (centres undefined)
#28 COc1cccc(/C=N/NC(=O)c2nc(-c3ccccc3)cc(-c3ccccc3)n2)c1
#29 CCOC(=O)C1CCN(Cc2cn[nH]c2-c2ccccc2)CC1
#30 CC(=O)Nc1ccc(NC(=O)C(C)OC(=O)c2c(NC(C)=O)sc(C)c2C)cc1 (centres undefined)

compound no.	21	22	23	24	25	26	27	28	29	30
MsrA inh	-0.2	-0.6	6.0*	2.1	0.8	0.4	0.6	-0.7	-0.7	0.4
FAS-TE inh	6	.	-7	7	-1	22	11	20	-6	3
eLon inh	-3	.	-1	4	-3	-2	0	-5	4	3
CSN deneddyl inh	7	1	4	1	-8	0	6	1	-4	1
Rin1-Abl PPI inh	0	.	-2	2	-2	-3	-5	-1	-1	4
MsrA act	-3	.	-2	-2	-3	-2	0	-4	-2	-5
Neddyl block	i	i	i	i	i	i	i	i	i	i
PABP1 MLLE inh	31	.	-8	-14	5	8	0	-4	6	-8
TbMetRS inhib	1.1	-0.1	0.5	0.8	-0.2	-0.3	0.8	-0.8	-0.2	-0.4

Rewritten with each value named: 4 of the compounds above
24. NS(=O)(=O)c1ccc(NC(=O)c2cc(-c3cc(Cl)ccc3O)n[nH]2)cc1
- MsrA inh = 2.1
- FAS-TE inh = 7
- eLon inh = 4
- CSN deneddyl inh = 1
- Rin1-Abl PPI inh = 2
- MsrA act = -2
- Neddyl block = i
- PABP1 MLLE inh = -14
- TbMetRS inhib = 0.8

25. COC(=O)c1sccc1-n1cccc1C(=O)C(=O)N1CCOCC1
- MsrA inh = 0.8
- FAS-TE inh = -1
- eLon inh = -3
- CSN deneddyl inh = -8
- Rin1-Abl PPI inh = -2
- MsrA act = -3
- Neddyl block = i
- PABP1 MLLE inh = 5
- TbMetRS inhib = -0.2

26. CCN(CC)S(=O)(=O)c1cccc(C(=O)OCC(=O)Nc2ccccc2OC(F)F)c1
- MsrA inh = 0.4
- FAS-TE inh = 22
- eLon inh = -2
- CSN deneddyl inh = 0
- Rin1-Abl PPI inh = -3
- MsrA act = -2
- Neddyl block = i
- PABP1 MLLE inh = 8
- TbMetRS inhib = -0.3

27. Cc1ccccc1-c1cc2nc(OCC3CCCO3)n(C)c(=O)c2s1 (centres undefined)
- MsrA inh = 0.6
- FAS-TE inh = 11
- eLon inh = 0
- CSN deneddyl inh = 6
- Rin1-Abl PPI inh = -5
- MsrA act = 0
- Neddyl block = i
- PABP1 MLLE inh = 0
- TbMetRS inhib = 0.8

Continued:
#31 CN(c1ccccc1C(=O)Nc1ccc(F)c(F)c1)S(C)(=O)=O
#32 COc1ccc(N(CC(=O)O)S(C)(=O)=O)cc1OC
#33 CS(=O)(=O)N1CCc2cc(C(=O)Nc3cccc([N+](=O)[O-])c3)ccc21
#34 CCn1nc(C)cc1C(=O)Sc1ccc(Cl)cc1Cl
#35 CC(C)(C)N(Cc1ccccc1)C(=O)CCc1ccccc1
#36 O=c1sc(Nc2ccccc2)nc2ccccc12
#37 CCOC(=O)C(=O)N=Nc1c(O)[nH]c2ccccc12
#38 CC(=O)NCCNC(=O)C1Cc2c(-c3ccc4c(c3)OCO4)ccnc2O1 (centres undefined)
#39 COc1ccc(C(=O)Nc2sc(C)c(C)c2CN2CCOCC2)cc1
#40 Cc1c(Cl)c(C(=O)NNC(=S)Nc2ccccc2)nn1C

compound no.	31	32	33	34	35	36	37	38	39	40
MsrA inh	0.8	-0.1	1.0	-0.5	-1.2	0.6	3.3	-0.8	-0.3	0.6
FAS-TE inh	-4	-8	10	24	26	-2	-8	-9	9	-3
eLon inh	0	-12	-1	3	-1	-7	6	2	1	-3
CSN deneddyl inh	3	2	-5	5	-1	2	8	1	-4	0
Rin1-Abl PPI inh	4	-1	1	1	0	1	-3	0	1	1
MsrA act	-4	-11	2	-5	-9	-2	-8	-3	2	2
Neddyl block	i	i	i	i	i	i	i	.	i	i
PABP1 MLLE inh	20	8	-1	24	-3	23	7	8	14	-26
TbMetRS inhib	-0.9	-0.8	-0.1	-0.6	-0.8	-0.3	-0.4	0.3	0.0	0.6

#41 C[C@@H]1COC(=O)[C@@H](CC(=O)OC(C)(C)C)C/C=C\C[C@@H](CC(=O)NCCO)C(=O)N1
#42 CCC(c1nnnn1Cc1ccco1)N(CCc1ccccc1)Cc1cc2cc(C)ccc2[nH]c1=O (centres undefined)
#43 CCOC(=O)C1CCCN(C(=O)c2ccc(OCC)cc2)C1 (centres undefined)
#44 CC1CN(CC(O)COCc2ccc3c(c2)OCO3)CC(C)O1 (centres undefined)
#45 CCc1nc2n[nH]c(N)c2c2c1CSC(C)(C)C2
#46 COc1ccc(-c2cc(C(=O)N3CCN(c4ccccc4OC)CC3)no2)cc1
#47 O=C(CCCn1ncn2c(cc3occc32)c1=O)NCc1cccc(Cl)c1
#48 CN(C)S(=O)(=O)c1cccc(C(=O)OCC(=O)c2ccc3c(c2)NC(=O)CO3)c1
#49 Oc1[nH]c(N=C2N=c3ccccc3=N2)c2ccccc12
#50 CN(C)CCCNC(=O)/C(=C\c1ccc(-c2ccc(Br)cc2)o1)NC(=O)c1ccccc1

compound no.	41	42	43	44	45	46	47	48	49	50
MsrA inh	-0.8	2.7	-0.8	-0.7	-1.2	-0.1	-0.1	1.1	2.9	0.6
FAS-TE inh	-10	12	-8	-5	-5	19	-7	4	-4	-5
eLon inh	1	-15	-10	9	-3	1	-9	4	-1	-7
CSN deneddyl inh	2	7	5	0	-7	-3	5	-1	1	-8
Rin1-Abl PPI inh	1	1	1	-4	-3	-1	-5	-3	0	-3
MsrA act	2	-2	-3	-3	-4	-2	-9	-2	-2	-10
Neddyl block	i	i	i	i	i	i	i	i	i	i
PABP1 MLLE inh	-11	0	1	-22	-7	11	5	-2	13	-2
TbMetRS inhib	-0.6	-0.1	-0.7	-0.4	-0.6	0.0	-0.3	-0.2	-0.5	-0.6

#51 Cn1c2c(c(=O)n(C)c1=O)C(C(F)(F)F)(C(F)(F)F)N=C(c1ccccc1Cl)N2
#52 COC(=O)c1c(NC(=O)c2ccc(C(=O)c3ccccc3)cc2)sc2c1CC(C)(C)NC2(C)C
#53 O=C(Nc1ccc(S(=O)(=O)N2CCCc3ccccc32)cc1)C1CCCO1 (centres undefined)
#54 COc1ccc(-c2cc(C(=O)O)nc3ccc4ccccc4c23)cc1OC

compound no.	51	52	53	54
MsrA inh	9.1*	-1.8	.	3.4
FAS-TE inh	-6	2	6	-2
eLon inh	1	-3	12	8
CSN deneddyl inh	-1	-1	1	-5
Rin1-Abl PPI inh	0	1	3	3
MsrA act	-3	-2	-8	-10
Neddyl block	i	i	i	.
PABP1 MLLE inh	2	11	-5	4
TbMetRS inhib	0.0	-0.2	-0.5	-0.9

Screening results as filed in PubChem BioAssay.
